High-throughput results (PubChem BioAssay)
RSV antiviral HEp-2: inhibition of RSV-induced cytopathic effect – HEp-2 cells, primary 10 µM value included (AID 2391) | CPE inhibition, % at 10 µM; hits with a dose series show IC50 in µM | HEp-2 cells, RSV-induced CPE inhibition; higher % means a stronger effect | 310,000 compounds, 0.13% hits; in the data active means a potency from the dose series; inconclusive means CPE inhibition mostly from about 23% at the one dose, without a potency; inactive means the rest, 99 in 100 with CPE inhibition below about 21%; further: strong numbers were not always called active
K1F lysis inhibition: inhibition of K1F phage lysis, E. coli UTI89, bacterial capsule biogenesis inhibitors, alamar blue (AID 488966); 340,000 compounds, 0.02% hits; E. coli UTI89 K1F phage lysis, alamar blue, 2 h; higher % means a stronger effect; inhibition, % at 100 µM, or IC50 in µM where a hit was titrated;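 active means phage lysis inhibition, versus mean bacterial control, above a set limit; inconclusive means no clear call, values can overlap the other calls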;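 further: capsule biogenesis inhibitors block K1F phage lysis so surviving cells raise fluorescence; higher fluorescence means more inhibition of phage lysis; actives were called in the ten point dose series up to 300 µM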
West Nile antiviral: inhibition of WNV-induced cytopathic effect – cell-based, CPE readout (AID 1621). 290,000 compounds, 0.02% hits. West Nile virus-infected cells, CPE inhibition; higher % means a stronger effect. one-dose CPE inhibition, % at 10 µM; IC50 in µM for titrated hits; in the data active means a potency from the dose series; inconclusive means CPE inhibition mostly from about 3.7% at the one dose, without a potency; inactive means the rest, 99 in 100 with CPE inhibition below about 2.2%; further: strong numbers were not always called active
ER stress rescue: rescue of cells from ER stress-induced death, primary screen, 384-well, CSM14.1, thapsigargin, ATP luminescence (AID 1222). CSM14.1 thapsigargin-induced death rescue, ATP luminescence; higher % means a stronger effect. one-dose cellular ATP content (survival), % at 20 µM; EC50 in µM for titrated hits. 190,000 tested, under 10 active;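 active means EC50 below 50 µM in the dose-response confirmation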;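 further: death triggered by thapsigargin at about 15 µM added after 2 h compound pretreatment; cell ATP read after overnight thapsigargin exposure of roughly 18 to 22 hours; normalized against plate controls of thapsigargin alone and 5% DMSO vehicle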
Dengue-2 NS5 capping: Dengue-2 NS5 methyltransferase inhibitors, primary screen, biochemical, confirmation dose response (AID 588689); Dengue-2 NS5 methyltransferase capping enzyme assay, biochemical; higher % means a stronger effect; inhibition, % at 25 µM; hits with a dose series show IC50 in µM; 340,000 compounds, 0.3% hits; in the data active means a potency from the dose series; inconclusive means inhibition above about 29% without an active follow-up result
Yfh1-off respiration: enhancers of respiration in Yfh1-depleted yeast, dose response, Friedreich's ataxia, plus single-dose screen (AID 1465); S. cerevisiae Yfh1-off respiration, WST-1 reduction, 72 h; higher fold induction means a stronger effect; fold induction at 50 µM; hits with a dose series show EC50 in µM; 220,000 compounds, 0.074% hits;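 active means fold induction of absorbance versus untreated yeast above a set limit, then at least 30% activation at any dose in follow-up; inconclusive means repeats straddling the limit, or above it without dose testing; inactive means fold induction below the set limit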;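 further: activators that raise dye reduction in frataxin-depleted yeast; strong numbers were not always called active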
SV40 large T antigen: SV40 large T antigen inhibitors, biochemical (AID 1903); SV40 large T antigen ATPase/helicase inhibition assay; higher % means a stronger effect; 310,000 compounds, 0.39% hits; inhibition, % at 20 µM; hits with a dose series show IC50 in µM; in the data active means a potency from the dose series; inconclusive means inhibition mostly from about 32% at the one dose, without a potency; inactive means the rest, 99 in 100 with inhibition below about 32%; further: strong numbers were not always called active
WT yeast gro inh: growth inhibition of WT yeast, mitochondrial fusion screen. AID 1362. mitochondrial fusion phenotypic screen, WT strain. 190,000 compounds, 2.1% hits. inhibition, % at 10 µM; in the data active means inhibition above about 58%; tested in S. cerevisiae
XIAP displacement: small molecules displacing peptide from XIAP – biochemical, IAP family, fluorescence polarization (AID 1018); XIAP BIR domain, fluorescence polarization peptide displacement; higher % means a stronger effect; displacement, % at 20 µM; hits with a dose series show IC50 in µM; 200,000 compounds, 0.007% hits; in the data active means displacement above about 50%; further: a part of the inactive calls stands beside numbers as strong as those of hits
WT yeast gro inh mutant strain: second read-out of WT yeast gro inh, no call of its own (marks repeat the call); inhibition, %; mitochondrial fusion phenotypic screen, mutant strain inhibition
Dengue-2 NS5 capping pilot replicate: also measured in Dengue-2 NS5 capping; calls as there; inhibition, %; measured here: pilot screen replicate inhibition
Numbers without * were called inactive; i = inactive; u = inconclusive; x = not tested or not shown; [ ] = dose if it differs, or a comment.

SMILES | RSV antiviral HEp-2 | K1F lysis inhibition | West Nile antiviral | ER stress rescue | Dengue-2 NS5 capping | Yfh1-off respiration | SV40 large T antigen | WT yeast gro inh | WT yeast gro inh mutant strain | XIAP displacement | others
CC(=O)Nc1ccc(NC(=O)C(C)OC(=O)C2CCC2)cc1 (stereo not drawn) | -0.1% | 0.8%[50 µM] | x | x | 2% | x | -2% | x | x | x
COc1ccc(OC)c(NC(=O)C2CCCNC2=O)c1 (stereo not drawn) | 2.6% | 1.7% | 0.0% | 0.3% | -4% | i | 11% | 9 | 1 | -2.5%
CS(=O)(=O)NNC(=O)Cn1nnc(-c2ccc(OCc3ccccc3Cl)cc2)n1 | 20% | 1.1% | x | x | 5% | x | -3% | x | x | x
Cc1ccc(S(=O)(=O)ON2C(=O)c3ccccc3C2=O)c(C)c1 | 1.1% | 0.1%[50 µM] | -0.2% | -0.6% | 96µM* | i | u | 6 | -7 | 2.4%
O=C(CSc1ncnc2sc3c(c12)CCCCC3)NCc1ccco1 | 1.3% | 3.0% | -0.3% | 2.4% | -5% | i | 2% | -12 | 0 | -5.7%
Cc1nc(C(=O)N2CCCC(C(=O)c3cccc(OC(C)C)c3)C2)cs1 (stereo not drawn) | 2.2% | 0.4% | -1.0% | x | -6% | x | 24% | x | x | x
CC1=CC(=O)C(C(C)C)=CC1=NC(=O)c1ccc(C)cc1 | 4.8% | -2.2% | -0.1% | 0.2% | -8% | i | -3% | -20 | -18 | -2.3%
CC(=O)NCCC(=O)Nc1nc2c(ccc3ccccc32)s1 | 1.6% | 0.1% | -0.3% | x | 6% | x | 23% | x | x | x
COc1cccc(/C=N/NC(=O)c2nc(-c3ccccc3)cc(-c3ccccc3)n2)c1O | 7.0% | 7.5% | 1.4% | 4.9% | -1% | i | 1% | -7 | 3 | -9.1%
Cc1cc(-c2csc(N)n2)c(C)n1Cc1ccccc1 | 6.7% | -0.8% | -0.1% | -13% | 18% | i | 8% | 12 | 6 | -4.3%

Continued, starting with the last 2 of the part before.
SMILES | RSV antiviral HEp-2 | K1F lysis inhibition | West Nile antiviral | ER stress rescue | Dengue-2 NS5 capping | Yfh1-off respiration | SV40 large T antigen | WT yeast gro inh | WT yeast gro inh mutant strain | XIAP displacement | others
COc1cccc(/C=N/NC(=O)c2nc(-c3ccccc3)cc(-c3ccccc3)n2)c1O | 7.0% | 7.5% | 1.4% | 4.9% | -1% | i | 1% | -7 | 3 | -9.1%
Cc1cc(-c2csc(N)n2)c(C)n1Cc1ccccc1 | 6.7% | -0.8% | -0.1% | -13% | 18% | i | 8% | 12 | 6 | -4.3%
CC(=O)c1ccc(N2CCN(C(=S)Nc3ccccc3F)CC2)cc1 | 0.3% | -0.5% | -1.0% | -1.8% | -2% | i | 6% | -14 | -7 | -5.2%
CC(=O)Nc1ccc(S(=O)(=O)Nc2nccc(C3Cc4ccccc4C(=O)O3)n2)cc1 (stereo not drawn) | 0.9% | 8.8% | -0.1% | 2.4% | 5% | i | 10% | 8 | 10 | -6.8%
CN1CCN(C(=O)/C=C/c2cn(-c3ccccc3)nc2-c2ccc3c(c2)OCCO3)CC1 | -4.1% | 0.6% | 2.4% | 2.8% | -1% | i | 3% | -1 | -2 | -3.5%
COc1cc(NS(=O)(=O)c2ccc(NC(=O)/C=C/C(=O)O)cc2)nc(OC)n1 | 1.1% | -0.1% | 1.0% | x | -6% | x | -2% | x | x | x
CCc1ccc(C(O)(CNCc2ccccc2)c2ccccc2)cc1 (stereo not drawn) | 1.8% | 0.8%[50 µM] | -1.5% | x | 2% | x | 22% | x | x | x
CC(C)S(=O)(=O)C1=NSC2=NC(=O)/C(=C\c3ccc(OC(=O)c4ccco4)cc3)C(=N)N21 | 3.2% | 7.1% | 0.8% | x | -13% | x | u | x | x | x
O=C(O)c1cccc(-n2nnnc2SCc2ccccc2Cl)c1 | 1.9% | -0.2% | 0.4% | -1.3% | 1% | i | 12% | 0 | 8 | -3.8%
Cc1ccc(C2C(C(=O)c3cc4ccccc4o3)=C(O)C(=O)N2c2cc(C)on2)cc1 (stereo not drawn) | 1.4% | 0.9% | -0.1% | x | 22% | x | 7% | x | x | x
O=C(c1ccc(N2CCC3(CC2)OCCO3)c([N+](=O)[O-])c1)N1CCOCC1 | -0.4% | 0.0% | -0.7% | -5.0% | -3% | i | 10% | -7 | -10 | -11%
CC(C)(C)c1cc(C(=O)NNc2ccc(OC(F)(F)F)cc2)n(Cc2ccccc2)n1 | x | 0.6% | -1.4% | x | -1% | i | 7% | x | x | x
Nn1c(SC/C=C/c2ccccc2)nnc1-c1cccnc1 | 2.4% | 2.6% | 0.3% | -0.3% | -5% | i | 23% | 2 | 18 | -6.7% | Dengue-2 NS5 capping pilot replicate=-2.3
CC(C)CNC(=O)COc1ccccc1[N+](=O)[O-] | 2.2% | 1.8% | -0.7% | -1.0% | -4% | i | 18% | -9 | 0 | -1.2%
CN1C(=O)Nc2cccc3cccc1c23 | -5.3% | 0.0% | 0.8% | x | -2% | x | 1% | x | x | x
CC(=O)Nc1ccc(OC(=O)N2CCCC2)cc1 | -1.8% | 0.2% | 0.4% | x | -3% | x | 5% | x | x | x | Dengue-2 NS5 capping pilot replicate=-0.9
Cc1ccccc1/C=N/NC(=O)Cn1nnc(N)n1 | 4.1% | 0.2% | 0.0% | -0.6% | -1% | i | 8% | 2 | -2 | 0.3%
O=C(O)C12CC3CC(C1)CC(n1cnc(Cl)n1)(C3)C2 | -0.1% | 1.9% | -0.2% | -1.2% | 2% | i | 2% | 0 | -7 | -2.1%
O=[N+]([O-])c1ccc(C2CCCC/C2=N/OCc2ccc(F)cc2)c([N+](=O)[O-])c1 (stereo not drawn) | 17% | 0.2% | -1.0% | 7.1% | 1% | i | 4% | 14 | 8 | -2.8% | Dengue-2 NS5 capping pilot replicate=-1.5
CCCS(=O)(=O)c1nc(S(=O)(=O)c2ccc(C)cc2)c(N2CCC(C(N)=O)CC2)s1 | 0.5% | 0.2% | -0.7% | x | 3% | x | 9% | x | x | x
Cc1ccc(-c2nnc(SCC(=O)N(CC(C)C)c3c(N)n(Cc4ccccc4)c(=O)[nH]c3=O)n2N)cc1 | 0.7% | 0.2% | 0.1% | x | -7% | x | 13% | x | x | x
O=C(NC1CC2CCCC(C1)N2Cc1ccccc1)c1cccc(Cl)c1 (stereo not drawn) | -0.1% | -0.6% | -1.2% | x | -2% | x | 0% | x | x | x
O=[N+]([O-])c1cc(S(=O)(=O)N2CCCC2)ccc1N/N=C/c1ccncc1 | 3.6% | 6.2% | -0.3% | -1.1% | 1% | i | 17% | -4 | -26 | -2.1%
CC1(C)CC(=O)C(C=Nc2ccc(NC3=C(C#N)C(=O)CC(C)(C)C3)cc2)=C(O)C1 | 0.9% | 1.1% | 0.1% | -1.1% | -2% | i | 6% | -12 | -2 | -11%
O=C(N/N=C/c1c(O)n(Cc2ccccc2)c(=O)c2ccccc12)c1cccnc1 | 3.5% | 0.4% | 0.3% | -4.4% | -36% | 72µM* | 25% | -4 | 6 | -11%
C/C(=N\NC(=O)c1ccccc1N)c1ccc(NC(=O)Cc2ccccc2)cc1 | 2.3% | -0.2% | -0.4% | x | 1% | x | 8% | x | x | x
COc1ccc(Nc2nc3c(c(=O)n(C)c(=O)n3C)n2CCO)cc1 | 0.6% | 0.0% | 0.0% | -1.7% | 7% | i | -1% | -3 | -5 | -3.0%
CN(CC(=O)Nc1ccc(F)c(F)c1F)C(=O)Cc1ccc2c(c1)OCCO2 | 1.3% | -0.2% | -0.6% | x | -1% | x | -2% | x | x | x
O=c1c2cnn(-c3ccccc3)c2ncn1Cc1ccccc1F | 1.2% | -0.6% | -0.1% | x | -5% | i | 18% | 1 | -4 | 39%
CCc1ccc(OCC(=O)N(Cc2cccs2)C2CCS(=O)(=O)C2)cc1 (stereo not drawn) | -0.7% | 5.8% | -1.5% | x | -1% | x | 9% | x | x | x
O=C(NCCN1CCOCC1)C(=O)NCc1ccc2c(c1)OCO2 | -1.8% | 0.2% | 0.7% | -0.6% | x | i | 7% | -17 | -20 | -3.7%
CC(C)CC1Nc2ncnc(N3CCOCC3)c2N(Cc2ccc(Br)cc2)C1=O (stereo not drawn) | 3.6% | 0.2% | x | x | -5% | x | 9% | x | x | x
Cc1ccc(Cn2cnc3c(cnn3-c3ccc(F)cc3)c2=O)cc1 | 1.6% | 0.6% | -0.8% | -1.4% | -3% | i | 9% | 8 | 16 | -12%
O=C(OCc1nc2ccsc2c(=O)[nH]1)c1ccc(Cl)s1 | 0.8% | 1.4%[50 µM] | x | x | -6% | x | 31% | x | x | x
Cc1cccc(NC(=O)CN2C(=O)COc3ccc(Cl)cc32)c1 | u | -0.1% | -0.8% | 1.5% | -6% | i | 3% | 6 | 1 | -3.9%
O=C(N[C@@H](Cc1ccc(O)cc1)C(=O)O)C(c1ccccc1)c1ccccc1 | 1.6% | 0.8% | 0.4% | 2.4% | -3% | i | 12% | 0 | 5 | -6.2%
CCOC(=O)c1sc(C)c(C(=O)NC2CCCCC2)c1N | 1.3% | 0.7% | 0.5% | -2.2% | -12% | i | 7% | 15 | 16 | -9.2%
N#Cc1c2n(c3c(=O)n(Cc4ccc(Cl)cc4)cnc13)CCCCC2 | 9.5% | -0.4% | -0.4% | -1.7% | -7% | i | 9% | 25 | 29 | -1.8%
CCCC1=NN2C(=N)/C(=C\c3cc(C)n(-c4cccc(C)c4)c3C)C(=O)N=C2S1 | 4.1% | 1.2%[50 µM] | 0.1% | -0.2% | 3% | i | 2% | 1 | 3 | 0.6%
COc1cccc(OC)c1C(=O)Nc1ccc(N2CCN(C(=O)c3cccs3)CC2)cc1 | 4.4% | 1.0%[50 µM] | 0.4% | x | -7% | x | 19% | x | x | x
Cc1ccccc1C(=O)Nc1ccc(C(=O)N/N=C/c2ccc(O)cc2)cc1 | 8.8% | -0.1% | 0.8% | x | -3% | x | 25% | x | x | x
CCC(CC)C(=O)c1c[nH]c(C(=O)OC)c1 | -2.7% | -0.4% | -0.1% | -1.3% | -16% | i | -4% | 6 | -3 | -2.7%
Cc1cc(-c2cc(-c3ccccc3)on2)nc(NC2CCCC2)n1 | 16% | 5.3% | -0.5% | x | 1% | i | 12% | x | x | x
O=C(ON=C1CCN(S(=O)(=O)c2ccccc2)CC1)c1ccc(F)cc1 | 8.8% | 0.0% | 0.1% | -1.3% | -6% | i | x | 9 | 12 | -6.5%
COc1ccc(C(=O)O/N=C(\N)Cc2ccc(Cl)cc2Cl)cc1OC | -1.4% | 0.7% | -0.4% | -2.4% | -8% | i | 9% | 18 | 28 | -8.8%
COc1cc(/C=N/n2c(COc3ccccc3)n[nH]c2=S)cc(Br)c1O | 1.6% | 0.3%[50 µM] | -0.7% | x | 21% | x | 20% | x | x | x
